# Rev-erbA mod: modulators of human Rev-erb alpha DNA binding; P20393; Rev-erbα–FITC-DNA binding, fluorescence polarization, 90 min; activity, % at 10 µM; hit rate 0.79% among 370,000; AID 1259318;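 active means activity above about 14%, limit read from the data; passing the limit was not always enough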;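 further: 0% = DMSO wells with 35 nM protein and 100% = DMSO wells with 750 nM protein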
# PG9 Ab binder: small molecules binding HIV-1 gp120 antibody PG9; inhibition, % at 6.7 µM; hit rate 0.43% among 360,000; TR-FRET gp120-PG9 antibody binding; in the data active means inhibition above about 8.5%
# sPLA2-III inh: Blocks human group III sPLA2 activity. Q9NZ20. QFRET BODIPY PC-A2 liposome hydrolysis, fluorescence. inhibition, % at 12.2 µM. hit rate 0.56% among 370,000. AID 743126;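 active means inhibition above mean plus 3 SD of compounds lying within the high and low control bounds, cut at about 19% in these data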;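 further: 0% = median of test compound wells and 100% = no enzyme DMSO wells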
# Target sequence (Q9NZ20 whole entry, looked up): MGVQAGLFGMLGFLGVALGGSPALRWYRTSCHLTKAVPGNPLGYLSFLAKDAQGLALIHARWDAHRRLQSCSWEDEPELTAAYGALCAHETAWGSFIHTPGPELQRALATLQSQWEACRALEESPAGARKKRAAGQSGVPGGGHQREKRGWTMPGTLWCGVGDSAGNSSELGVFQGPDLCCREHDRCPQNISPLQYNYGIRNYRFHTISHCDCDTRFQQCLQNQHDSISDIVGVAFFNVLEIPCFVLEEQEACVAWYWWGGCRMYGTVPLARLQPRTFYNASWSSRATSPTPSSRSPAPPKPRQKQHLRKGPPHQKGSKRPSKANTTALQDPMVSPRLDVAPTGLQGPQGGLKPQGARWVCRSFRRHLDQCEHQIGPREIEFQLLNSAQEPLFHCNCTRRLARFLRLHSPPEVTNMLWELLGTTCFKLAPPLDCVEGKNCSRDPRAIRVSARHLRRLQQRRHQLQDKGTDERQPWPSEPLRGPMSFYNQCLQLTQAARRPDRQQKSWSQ
# hgDAF-12 ag: hgDAF-12 agonism, primary luciferase screen; HEK293 GAL4-hgDAF12 UAS-luciferase reporter, agonist luminescence; normalized to butyrate control; activation, % at 6.8 µM; hit rate 1.8% among 370,000; AID 687014;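 active means activation above a cutoff set at the mean of all screened compounds plus 3 SD, cut at about 10% in these data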;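 further: 0% = DMSO wells and 100% = sodium butyrate wells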
# PLCb3 inh: inhibitors of human phospholipase C beta3; Purified PLC-beta3, fluorogenic substrate, fluorescence; inhibition, % at 12.2 µM; hit rate 0.18% among 370,000; AID 720704; in the data active means inhibition above about 11%;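 further: 0% = median of compound wells on plate and 100% = full blocker control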
# SMARCA2 activ: SMARCA2 function activation, primary screen. hit rate 1% among 370,000. activation, % at 9.1 µM. MG213 cells, MMTV-luciferase reporter, dexamethasone, overnight; in the data active means activation above about 7.8%;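 further: 0% = vehicle wells and 100% = reference activator wells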
# hcDAF12 agonist: activators of H. contortus DAF-12 nuclear receptor | hit rate 1.4% among 370,000 | activation, % at 6.8 µM | HEK293 hcDAF-12 lit1-tk-luc reporter, luminescence; 0% DMSO, 100% Δ7-dafachronic acid;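 active means activation above the mean of all tested compounds plus 3 SD, cut at about 5.5% in these data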;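 further: 100% = response to 3 µM Δ7-dafachronic acid high control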
# ssDAF-12 act: activates DAF-12 receptor from parasite S. stercoralis; hit rate 1% among 370,000; AID 652126; HEK293 ssDAF-12/GRIP1 lit1-tk-luc reporter, luminescence; % of 3 µM dafachronic acid response; activation, % at 6.8 µM;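 active means activation above the mean over all tested compounds plus 3 SD, cut at about 0.9% in these data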;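 further: 0% = DMSO-only wells and 100% = 3 µM delta7-dafachronic acid wells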
# DAX1 inh-1: DAX1 (NR0B1) inhibition, primary screen. HEK293T StAR-luciferase reporter, SF-1/DAX-1 repression relief. inhibition, % at 6.8 µM. hit rate 1.1% among 370,000. AID 652010;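 active means inhibition above the mean over all tested compounds plus 3 SD, cut at about 3.6% in these data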;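 further: 0% = DAX-1 cells with DMSO and 100% = cells lacking DAX-1 with DMSO; higher inhibition means more luminescence from relief of DAX-1 repression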
# DAX1 inh-2: inhibitors of human orphan nuclear receptor DAX1 (NR0B1) | P51843 | HEK293 Gal4-DAX1 luciferase reporter, luminescence | inhibition, % at 6.75 µM | hit rate 0.99% among 340,000 | AID 504766;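 active means inhibition above the mean over all tested compounds plus 3 SD, cut at about 4.2% in these data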;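 further: 0% = DAX1-transfected cells with DMSO and 100% = empty-vector control cells with DMSO; inhibition shows as a rise in luminescence from relieved DAX1 repression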
# Target sequence (P51843 207-470 limits assumed): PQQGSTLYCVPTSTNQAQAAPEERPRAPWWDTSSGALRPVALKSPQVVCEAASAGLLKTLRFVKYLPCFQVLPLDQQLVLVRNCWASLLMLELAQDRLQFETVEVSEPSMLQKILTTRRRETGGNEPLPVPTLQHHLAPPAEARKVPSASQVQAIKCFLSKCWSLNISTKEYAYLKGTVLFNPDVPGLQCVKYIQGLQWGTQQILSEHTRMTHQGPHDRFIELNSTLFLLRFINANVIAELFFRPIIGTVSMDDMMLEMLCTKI
# GAA850 FXN act: activators of GAA850 frataxin (FXN) promoter. HEK293 lucGAA850 FXN promoter luciferase reporter, 24 h; percent of 10 µM SAHA response. activation, % at 6 µM. hit rate 0.56% among 360,000. AID 540364;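 active means activation above the average of all compounds screened plus 3 SD, cutoff fixed separately per campaign, cut at about 7.5% in these data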;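 further: 0% = DMSO wells and 100% = 10 µM SAHA wells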
# Starred values were filed as active, the others as inactive; nt = no result given. Compounds as they come, and some 7% of all compounds hit somewhere here.
SMILES,Rev-erbA mod,PG9 Ab binder,sPLA2-III inh,hgDAF-12 ag,PLCb3 inh,SMARCA2 activ,hcDAF12 agonist,ssDAF-12 act,DAX1 inh-1,DAX1 inh-2,GAA850 FXN act
Cc1ccc(S(=O)(=O)NCCC(=O)N2CCCCCC2)cc1,1,-0.9,-8,-0.7,-5,0,0.8,-1.4,2.0,-0.8,-1.4
O=C(NCCCn1ccnc1)C(=O)NCC1OCCN1S(=O)(=O)c1cc(F)ccc1F (stereo not drawn),-1,-1.0,6,-0.5,-5,3,0.2,-1.2,0.4,2.4,1.3
COc1ccc(S(=O)(=O)N2CCN(C(=O)Nc3ccccc3OC)CC2)cc1,5,-1.3,3,-1.1,-1,4,-1.9,-1.0,0.0,-0.2,1.3
NC(=O)CC(NC(=O)Cc1cccc2ccccc12)c1ccc(NC2CCCCC2)c([N+](=O)[O-])c1 (stereo not drawn),0,-0.3,4,0.7,0,-1,-0.1,-1.0,-0.8,1.8,0.2
Cc1ccc(C(=O)COc2ccc3ccc(=O)oc3c2)cc1,2,0.2,2,-0.6,-5,-2,-0.5,-1.5,-0.5,-0.9,3.5
CCNC(=O)NC(=O)COC(=O)c1cccc(S(=O)(=O)N2CC3(C)CC2CC(C)(C)C3)c1 (stereo not drawn),-2,-2.1,-14,1.4,1,1,-1.1,-0.9,-0.7,-0.3,0.8
CC(C)CNC(=O)c1nc(-c2ccccc2)n(-c2ccccc2)n1,-2,-0.8,0,0.8,-1,-1,0.4,-0.5,1.0,0.0,-0.9
CCc1c(C)sc(NC(=O)c2cnn3cccnc23)c1C#N,-16,2.4,7,0.1,1,-3,-2.6,-1.1,0.1,0.7,-1.8
Cc1ccc(S(=O)(=O)N2CCCC(C(=O)NCCCN3CCCCC3C)C2)cc1 (stereo not drawn),0,0.8,-2,-3.1,-5,1,-0.3,-1.1,0.2,-0.3,-0.2
COc1ccccc1OC1OC2COC(c3ccco3)OC2C(O)C1NC(C)=O (stereo not drawn),0,-1.0,3,-0.3,1,0,0.7,-1.3,-0.2,1.8,-1.2
COc1cccc(CN2CCC(C(=O)N3CCN(c4ccccc4F)CC3)CC2)c1,-4,-0.7,7,-4.4,5,-4,-0.8,-1.1,-0.1,-1.0,-0.7
Cc1ccc(S(=O)(=O)c2nc(S(C)(=O)=O)sc2N2CCN(C)CC2)cc1,0,-1.3,-3,3.5,-2,3,0.7,-1.6,-1.9,0.1,-1.9
O=C(CCl)Nc1c2c(nn1-c1ccccc1)CSC2,-1,-0.1,6,0.2,-3,0,-2.9,-1.3,-3.6,-0.7,-1.4
O=C(CCc1nnc(CCCc2ccccc2)o1)NC(C1CC1)C1CC1,6,-1.2,2,16*,4,6,7.3*,0.9,1.8,5.0*,7.6
COc1ccc(C2/C=C\CN(S(=O)(=O)c3ccc(C)cc3)CC(=O)N2Cc2cccc(F)c2)cc1 (stereo not drawn),-1,0.8,-9,-3.5,2,-4,1.8,-1.6,-0.6,-0.2,0.0
Cn1ccnc1C(=O)c1cccc([N+](=O)[O-])c1,-2,-1.3,-1,0.4,2,2,-1.9,-1.4,0.7,-2.0,-0.5
CC(=O)Nc1ccc(S(=O)(=O)N2CCN(Cc3cccs3)CC2)cc1,1,-2.0,2,-1.1,1,-7,-1.7,-0.3,-0.6,-0.6,5.1
O=C(c1ccc(F)cc1)N1CCC(C(=O)N2CCN(S(=O)(=O)c3cccc(Cl)c3)CC2)CC1,-3,-2.4,-13,-2.7,-4,-4,-0.6,-0.5,0.6,-1.3,1.2
CC(=O)c1cc(-c2ccccc2)c(=O)n2c1CCC2,1,nt,0,0.7,-2,0,0.9,-0.7,0.1,nt,nt
O=C(COC(=O)/C=C/c1ccc(F)cc1)NCc1ccco1,3,-0.3,6,3.5,-4,6,-1.0,-1.0,-0.3,1.0,0.5
CC(C)CNC(=O)/C=C/C=C/CCCC/C=C/c1ccc2c(c1)OCO2,-3,-0.2,-7,0.7,1,1,1.5,-1.4,0.1,0.6,0.0
COCC(=O)N1CCC(Oc2ccc(C(=O)NCc3cc(C)n(C)n3)cc2)CC1,0,0.6,-1,2.0,-7,1,3.9,-0.5,0.1,0.6,0.4
O=C(Cn1nc(-c2ccc(Cl)cc2)c2ccccc2c1=O)NCC1CCCO1 (stereo not drawn),-5,-1.3,0,1.3,2,-1,-0.9,-0.9,-0.2,-1.2,-1.7
COc1ccc2c(C(=O)CN3CC(C)OC(C)C3)c[nH]c2c1 (stereo not drawn),-6,-0.2,0,-1.2,-7,1,2.5,-0.3,0.1,1.0,0.2
CC(C)CCOc1ccccc1C(N)=O,-6,-0.2,2,1.3,2,-1,-1.2,-1.2,0.0,0.7,1.5
COc1ccc(C2c3ccc4ccccc4c3Oc3ncn4nc(Cc5ccccc5)nc4c32)cc1OC (stereo not drawn),6,1.7,7,-0.9,-3,-3,-0.2,-0.7,-0.6,1.5,-0.2
O=C(CCCNC(=O)/C(=C\c1ccccc1F)NC(=O)c1ccccc1)OCc1ccccc1,-1,-2.9,-5,0.5,-23,-1,-1.1,0.0,0.5,0.1,-2.9
CC(C)(C)OC(=O)NCc1ccccc1/C=C/S(=O)(=O)NCc1ccccc1,-2,nt,-5,0.2,2,-4,-1.4,-1.7,-0.8,nt,nt
O=C(NCC1CCN(Cc2ccc(F)cc2)CC1)C1CCCN(c2ncnc3c2nc2n3CCCCC2)C1 (stereo not drawn),2,-1.8,-8,-3.6,-5,-1,-1.9,-1.5,-4.9,-0.5,0.2
CCC1(C)COC2(OC1)C(=O)Nc1ccccc12 (stereo not drawn),1,-0.8,8,0.5,2,-1,-0.2,-1.6,0.2,-0.4,-1.0

# DAX1 inh-2: what is marked active above.
SMILES,Rev-erbA mod,PG9 Ab binder,sPLA2-III inh,PLCb3 inh,SMARCA2 activ,hcDAF12 agonist,ssDAF-12 act,DAX1 inh-1,DAX1 inh-2
O=C(CCc1nnc(CCCc2ccccc2)o1)NC(C1CC1)C1CC1,6,-1.2,2,4,6,7.3*,0.9,1.8,5.0*

# The listing continues.
SMILES,Rev-erbA mod,PG9 Ab binder,sPLA2-III inh,hgDAF-12 ag,PLCb3 inh,SMARCA2 activ,hcDAF12 agonist,ssDAF-12 act,DAX1 inh-1,DAX1 inh-2,GAA850 FXN act
C=CCNC(=S)Nc1sc2c(c1C(=O)OCC)CC(C)(CC)OC2 (stereo not drawn),0,0.4,14,-1.8,-3,1,-0.9,-1.9,-0.6,-1.7,0.7
COc1cccc(N2CCN(C(=O)c3ccc4nc(N5CCC(C)CC5)sc4c3)CC2)c1,-7,2.6,-12,12*,-5,1,0.7,-1.0,1.3,nt,nt
Cc1cc(C)c(NC(=O)Nc2ccccc2C)c(Cl)c1,-11,-0.7,4,1.8,-1,3,-1.4,-0.8,-0.6,0.6,2.1
CCN(CC)S(=O)(=O)c1ccc2c(c1)NC(=O)C1CCCN21 (stereo not drawn),-5,-0.4,-7,-1.5,-43,-2,-2.2,-1.2,-0.5,3.0,-0.3
NC(=O)CC(NC(=O)c1cccc(Br)c1)c1ccc(N2CCC(N3CCCCC3)CC2)c([N+](=O)[O-])c1 (stereo not drawn),-1,0.0,-1,-1.0,0,-2,0.3,-1.2,0.2,1.0,-0.4
COc1cccc(NC2=C(Cl)C(=O)OC2OC(=O)c2ccco2)c1 (stereo not drawn),-3,-2.1,-8,0.0,1,0,-1.0,-1.6,0.0,0.7,2.7
CCOc1ccccc1NC(=O)COC(=O)CSc1ccc(Cl)cc1,4,-1.3,-29,0.5,-1,-1,0.1,-1.0,0.9,1.5,2.3
O=C(NC1CCCCCCC1)c1ccc(Br)cc1,-4,1.3,3,6.9,-5,5,4.0,-0.4,0.4,nt,5.4
COc1ccccc1NC(=O)CSc1ccc2nnc(-c3ccc(C)cc3)n2n1,-2,1.1,9,-2.7,-15,-3,1.1,-0.8,-1.3,-0.4,1.3
CN(C)CCCn1c(SCC(=O)Nc2nccs2)nnc1-c1ccncc1,5,-0.3,0,4.4,-2,-2,0.4,-1.4,0.7,3.2,0.7
CC1(C)CC(NC(=O)Cc2ccccc2[N+](=O)[O-])CC(C)(C)N1,-1,-0.4,5,0.2,-2,0,0.5,-0.3,0.9,-0.4,3.7
Cc1ccccc1NC(=O)C1CCCN1S(=O)(=O)c1ccc2c(c1)n(C)c(=O)c(=O)n2C (stereo not drawn),2,0.2,-3,-0.7,-14,0,-0.8,-1.4,0.0,0.7,-1.5
C/C(N)=C(/C#N)C(=O)COC(=O)C1CSC2(c3ccc(F)cc3)CCC(=O)N12 (stereo not drawn),3,0.3,-3,-1.5,-5,1,-2.1,-0.8,0.0,-0.2,-0.2
COc1ccc(-c2[nH]ncc2-c2cnc(C)s2)c(O)c1,-3,-1.6,-20,-1.2,2,-2,-1.1,-1.5,0.4,-0.9,0.6
CCN(CC)C(=O)c1ccccc1NC(=O)c1ccccc1,-4,0.8,0,0.1,1,-3,-1.1,-1.6,-0.5,-0.8,-2.1
O=C(CSc1nnnn1C1CCCCC1)N1CCCC1,-3,-2.2,1,-0.1,4,5,2.8,-1.1,-0.1,0.1,1.9
Cc1nn(C)c(C)c1NC(=O)CSc1nc(Cc2ccccc2)nc2c1cnn2-c1ccccc1,181*,-0.9,-3,-1.4,0,0,-2.7,0.5,0.0,1.2,0.3
CC(=O)c1ccc(-c2cccc3nccn23)cc1,-2,-1.5,2,1.6,-65,-2,-2.5,-0.8,0.7,nt,0.2
O=C(NCC(=O)N1CCCCC1)c1ccc2ccccc2c1,1,0.4,1,4.8,-6,3,1.2,0.2,2.2,0.3,4.6
Cc1ccc(NS(=O)(=O)c2cc([N+](=O)[O-])ccc2NNC(=S)Nc2cc(C)ccc2C)c(C)c1,1,0.6,-34,-0.3,5,-3,-2.7,-0.4,0.0,-0.1,-2.9
CCc1nc(C)ccc1OC(=O)C12CC3CC(CC(C3)C1)C2,2,-2.4,5,-2.4,3,0,-1.1,-0.7,-0.5,-1.2,-0.9
CCOC(=O)c1cccc(NC(=O)CSc2nnnn2C)c1,2,0.1,-1,1.6,0,-1,-0.7,-0.9,-0.5,1.0,1.6
O=C(c1cccc2ccccc12)C1CCCN(C(=O)CCCn2cncn2)C1 (stereo not drawn),0,-1.6,-4,0.6,-5,-2,3.3,-1.5,2.8,0.1,2.0
OCCN1CCN(C(=S)Nc2ccccc2)CC1,-3,-0.2,1,-2.0,-4,-1,0.3,-2.1,-0.1,0.2,1.1
CCC/C=C/c1ccc(CN2C(C)C(=O)N(Cc3cn(CC4CCCCC4)nn3)CCS2(=O)=O)cc1 (stereo not drawn),4,-0.3,-18,-3.2,6,1,-0.8,-1.5,-0.9,2.4,1.8
CC1CC(C)CN(C(=O)CCS(=O)(=O)c2ccc3c(c2)NC(=O)CS3)C1 (stereo not drawn),7,-1.2,-1,-1.6,-12,-3,-2.4,-0.8,-0.3,0.6,-0.8
CCC(C(=O)NC(C)(C)C)N(Cc1ccccc1Cl)C(=O)c1snc(C(N)=O)c1N (stereo not drawn),-1,-1.0,9,1.9,-54,0,-0.3,-0.6,-0.3,-0.9,0.2
